# Source: PubChem BioAssay
# TrxR1 substrate = substrates of rat thioredoxin reductase 1; hit rate 0.01% among 390,000; purified TrxR1 substrate turnover, NADPH consumption readout; Potency, µM (doses to about 114 µM), for the others: at the highest dose activity change, negative = substrate turnover; note: potency is the fitted concentration of half-maximal effect; % is set by controls: 0 for no effect and ±100 for the full control effect; nearly all actives have a fitted effect of over 50% in size
#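 Rat TrxR1, dispensed at 90 nM, was prereduced with 400 uM NADPH (final) for 5 min at ~22 deg C, then incubated with compound 15 min before 400 uM selenite. A first-read NADPH fluorescence drop versus no-compound background flagged substrates.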
# rTrxR1 inhibitor = inhibitors of rat thioredoxin reductase 1 | recombinant rTrxR1, NADPH fluorescence consumption, selenite substrate | Potency, µM (titrated, usually from 114 µM), for the others: at the highest dose activity change, negative = inhibition, hits mostly inhibitors | hit rate 1% among 390,000; note: potency is the fitted concentration of half-maximal effect; % is set by controls: 0 for no effect and ±100 for the full control effect; nearly all actives have a fitted effect of over 65% in size
#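 Rat TrxR1 (90 nM in the dispensed reagent) was pre-reduced with 400 uM NADPH for 5 min at room temperature, then incubated with compound for 15 min. After 400 uM selenite was added, NADPH fluorescence (Ex 340/Em 450 nm) was followed for 8 min.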
# USP1-UAF1 inh = inhibitors of human USP1/UAF1 deubiquitinase; O94782; recombinant USP1/UAF1, Ub-Rhodamine cleavage fluorescence; Potency, µM (titrated, usually from 57.1 µM), for the others: top-dose activity change, negative = inhibition, most hits filed as inhibitors; hit rate 0.23% among 390,000; note: potency is the fitted concentration of half-maximal effect; % is set by controls: 0 for no effect and ±100 for the full control effect; nearly all actives have a fitted effect of over 60% in size; inactives centre near -12
#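 1 nM enzyme complex + cpd, 15 min RT; start with Ub-Rho 150nM final; kinetic fluorescence ex 480/em 540, 6 reads q60 s. Buffer 50mM HEPES pH 7.8, 0.5mM EDTA, 0.1 mg/ml BSA, 1mM TCEP, 0.01% Tween-20.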
# TRHR agonist = activates the human TRH receptor | TRHR cells, calcium flux fluo-8, FDSS agonist mode | activation, % at 2 µM | hit rate 0.18% among 360,000 | AID 493084; in the data active = activation above about 30%; note: 0% is about no effect
#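 Fluo-8-loaded TRHR cells; 10 s baseline, compound added, kinetic Ca2+ fluorescence read 1/s, agonist mode.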
# IDH1 R132H inh = inhibitors of human mutant IDH1 R132H | Potency, µM (doses to about 76.6 µM), without a hit: at the highest dose activity change, negative = inhibition, hits mostly inhibitors | hit rate 0.093% among 390,000 | O75874 | IDH1-R132H enzyme, NADPH consumption, diaphorase/resazurin fluorescence | AID 602179; note: potency is the fitted concentration of half-maximal effect; % is set by controls: 0 for no effect and ±100 for the full control effect; nearly all actives have a fitted effect of over 65% in size
# Target sequence (O75874 whole entry R132H, stated change not applied): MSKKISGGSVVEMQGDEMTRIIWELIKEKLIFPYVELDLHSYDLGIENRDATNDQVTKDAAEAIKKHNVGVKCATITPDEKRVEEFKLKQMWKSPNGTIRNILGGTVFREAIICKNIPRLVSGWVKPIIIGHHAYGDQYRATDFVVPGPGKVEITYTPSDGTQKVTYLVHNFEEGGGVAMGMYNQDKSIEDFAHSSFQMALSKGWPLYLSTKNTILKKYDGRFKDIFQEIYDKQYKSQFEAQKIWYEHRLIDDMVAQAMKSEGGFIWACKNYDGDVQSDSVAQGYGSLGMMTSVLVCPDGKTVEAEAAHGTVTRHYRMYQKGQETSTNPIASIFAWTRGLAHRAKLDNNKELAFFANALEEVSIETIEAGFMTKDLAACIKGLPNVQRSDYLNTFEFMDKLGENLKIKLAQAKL
#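 IDH1-R132H (0.5 ug/mL dispensed) in pH 7.5 Tris buffer was preincubated 30 min with compound, then given a substrate mix of 0.016 mM NADPH and 2 mM alpha-KG for 80 min at room temperature; remaining NADPH was read by diaphorase/resazurin fluorescence.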
# D2 ag = activates the human D2 dopamine receptor. AID 485358. hit rate 0.53% among 340,000. HEK293 T-REx D2 cells, calcium flux agonist mode. P14416. activation, % at 2 µM;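 active = activation over 3 SD above normal in the single-dose calcium agonist read, cut at about 30% in these data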; note: 0% is about no effect
# Target sequence (P14416 whole entry, looked up): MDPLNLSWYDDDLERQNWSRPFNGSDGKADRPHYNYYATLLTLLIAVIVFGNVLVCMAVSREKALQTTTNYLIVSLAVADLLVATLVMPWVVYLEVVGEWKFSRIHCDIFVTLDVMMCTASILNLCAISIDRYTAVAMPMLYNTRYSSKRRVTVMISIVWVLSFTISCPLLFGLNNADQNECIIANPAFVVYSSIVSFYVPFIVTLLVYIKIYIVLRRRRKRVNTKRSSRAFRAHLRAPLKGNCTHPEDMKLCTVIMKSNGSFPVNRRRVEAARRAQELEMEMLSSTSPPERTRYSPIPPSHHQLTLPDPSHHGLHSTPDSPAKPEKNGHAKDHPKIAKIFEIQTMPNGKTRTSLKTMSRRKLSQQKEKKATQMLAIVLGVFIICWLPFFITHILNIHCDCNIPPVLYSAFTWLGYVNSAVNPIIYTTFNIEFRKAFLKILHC
#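 In this primary screen, compounds producing a positive calcium signal within 180 s of addition to tetracycline-induced, force-coupled HEK293 Trex D2 cells are flagged; cells are dye-loaded with a no-wash calcium kit beforehand.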
# D2 antagonist = D2 dopamine receptor (human) antagonism | HEK293 TREx D2 cells, calcium flux, dopamine EC80 | inhibition, % at 10 µM | hit rate 2% among 340,000 | AID 485344; in the data active = inhibition above about 30%; note: 0% is about no effect
#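 Antagonism is scored as inhibition of an EC80 dopamine-evoked calcium signal in a force-coupled, tetracycline-inducible HEK293 T-REx D2 line, with compound present 180 s before agonist.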
# TRHR enhancer = allosteric enhancers of human TRH receptor; TRHR cells, fluo-8 calcium fluorescence, EC20 TRH enhancement; enhancement, % at 2 µM; hit rate 0.66% among 360,000; in the data active = enhancement above about 30%; note: 0% is about no effect
#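 TRHR-expressing cells loaded with fluo-8 calcium dye were read kinetically (ex 480/em 530) during compound addition, then stimulated with an EC20 of TRH (10 nM final). Enhancement of the Gq-mediated intracellular calcium response was scored.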
# Pin1 inhibitor = inhibitors of human Pin1 | Potency, µM (top dose mostly 115 µM), for the others: at the highest dose activity, negative = inhibition, actives largely listed as inhibitors | Q13526 | hit rate 0.009% among 390,000 | Pin1 FP peptide displacement, HiFluor488, 10 min; active = well fitted inhibition curve with a large enough effect in the polarisation, with a control signal flat, not every such curve was filed as active; inconclusive = small, poorly fitted or top-dose-only effect, or effect the other way, or a change in a side signal; inactive = no such curve, though single readings can be large or run the other way; the % refers to the polarisation; note: potency is the fitted concentration of half-maximal effect; % is set by controls: 0 for no effect and ±100 for the full control effect
# Target sequence (Q13526 whole entry, looked up): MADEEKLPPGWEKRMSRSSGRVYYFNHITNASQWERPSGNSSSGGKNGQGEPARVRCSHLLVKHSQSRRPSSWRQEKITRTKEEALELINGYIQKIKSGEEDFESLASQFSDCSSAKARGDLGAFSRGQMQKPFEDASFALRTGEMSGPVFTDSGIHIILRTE
# Numbers without * were called inactive; ? = inconclusive; · = not tested or not shown; [ ] = dose if it differs, or a comment. Unless noted, calls come from the whole dose curve; as a rule, active = well fitted inhibition curve with a large enough effect; inconclusive = small, poorly fitted or top-dose-only effect; inactive = no such curve, though single readings can be large or run the other way.
# Every second line gives: TrxR1 substrate	rTrxR1 inhibitor	USP1-UAF1 inh	TRHR agonist	IDH1 R132H inh	D2 ag	D2 antagonist	TRHR enhancer	Pin1 inhibitor
O=C(NCC(c1cccs1)N1CCOCC1)c1cn(-c2ccccc2)nc1-c1ccccc1 (stereo not given)
    12%	35%	-12%	1.1	1%	-0.3	-3	5	11%
CC(C)(C)C(=O)CN1C(=O)C2(OCCO2)c2ccccc21
    1%[57.1 µM]	5%[57.1 µM]	-11%	0.1	-1%	0.4	4	1	-1%
CCOc1ccc(CNS(=O)(=O)c2cc(-c3cc(C)no3)ccc2OC)cc1OC
    6%	15%	-24%	0.3	-2%	1.7	-10	6	-10%
CCC(=O)N1CCc2cc(S(=O)(=O)CCC(=O)NCCC3=CCCCC3)ccc21
    2%	10%	-2%	·	3%	·	·	·	1%
C[C@H]1COC(=O)[C@H](CC(=O)OC(C)(C)C)C/C=C\C[C@H](CC(=O)N(CCO)Cc2ccccc2)C(=O)N1
    7%	30%	-25%	·	5%	·	·	·	-2%
CCN1CCN(C(=S)c2ccc(Cl)c(Cl)c2)CC1
    -7%	8%	-5%	0.8	8%	0.5	9	6	-10%
O=C(Nc1ccccc1N1CCN(C(=O)c2ccccc2)CC1)c1ccc([N+](=O)[O-])o1
    -8%	-24%	-26%	0.0	-2%	-0.1	-5	-5	0%
COc1ccc(CNC(=O)c2ccc(CN3CCOCC3)cc2)cc1
    8%[57.1 µM]	0%[57.1 µM]	-18%	-0.2	3%	1.7	-6	-2	0%
Cn1c(CNC(=O)c2ccco2)nnc1SCC(=O)Nc1cccc(Br)c1
    -7%	-8%	-3%	0.1	-4%	-1.7	-15	-1	1%
NS(=O)(=O)c1ccc(NC(=O)CN2CCCN(S(=O)(=O)c3ccc(F)cc3)CC2)cc1
    -17%[57.1 µM]	?	0%	0.1	5%	1.1	-9	-1	-7%
Cn1ccnc1SCC(=O)c1c(N)n(C)c(=O)n(C)c1=O
    -7%	-14%	2%	·	-2%	·	·	·	1%
Cc1cc2c(cc1C)C(c1ccccc1Br)CC(=O)N2 (stereo not given)
    -3%	-4%	-12%	0.1	2%	0.7	-1	4	-1%
CNC(=O)C1CCC(Cn2c(=O)c3sccc3n(CC(=O)N3CCC(C)CC3)c2=O)CC1 (stereo not given)
    9%[57.1 µM]	25%[57.1 µM]	-8%	0.0	-12%	0.1	·	2	-1%
COc1ccc(Cc2nnc(Nc3ccc(C)cc3C)[nH]c2=O)cc1
    1%	-3%	-11%	0.9	-4%	-0.6	5	-1	-1%
COc1ccc(-c2nc3c(c(=O)[nH]c(=O)n3Cc3ccccc3)n2Cc2ccccc2)cc1
    155%[activator]	109%[activator]	-22%	-0.2	3%	-0.8	-1	-7	11%
CNC(=O)Cn1ncc2c3ccccc3n(C)c2c1=O
    21%	9%	-19%	-0.1	6%	3.1	-31	8	6%
CNc1nc2c(c(=O)n(C)c(=O)n2C)n1CCCc1ccccc1
    8%[57.1 µM]	14%[57.1 µM]	-20%	-0.5	8%	-0.4	-15	-5	-6%
COc1ccccc1CNC(=O)CC(C)c1ccccc1 (stereo not given)
    1%	41%[2.29 µM]	-22%	0.6	0%	0.4	9	2	-3%
Cc1nn(-c2ccccc2)c2nc(N)c(C#N)c(-c3ccc(O)c(O)c3)c12
    2%	11%	?	-0.1	7%	-1.6	-40	-10	-3%
CCN1CCN(C(c2cccs2)C(C)NC(=O)c2cccc(OC)c2OC)CC1 (stereo not given)
    -6%	0%	-1%	0.0	9%	·	·	5	-6%
Cc1nc2ccccc2c2oc(C(=O)N3CCC(N4CCCCC4)CC3)cc12
    9%[57.1 µM]	2%[57.1 µM]	-16%	0.7	-4%	-1.1	-9	1	12%
COc1cccc(C(CC(=O)Nc2cccc3ccccc23)NC(=O)c2ccccc2)c1 (stereo not given)
    0%	20%	-5%	-1.2	14%	0.3	6	-5	3%
Cc1ccccc1C(c1ccccc1Cl)N(C)C (stereo not given)
    -2%	9%	-11%	·	3%	·	·	·	2%
COc1cccc2cc(C(=O)C3=C(O)C(=O)N(CCCN(C)C)C3c3ccncc3)oc12 (stereo not given)
    ·	·	·	0.5	·	0.8	2	-2	·
COc1cc(NC(=S)NC(=O)c2ccccc2F)ccc1NC(=O)c1ccco1
    -4%	-7%	-11%	0.1	-5%	0.1	-12	1	1%
COCC(=O)OCC(=O)Nc1ccccc1-c1ccccc1
    7%[57.1 µM]	23%[57.1 µM]	-18%	-0.3	-2%	-0.5	8	2	2%
COc1c(C(=O)NCCSC(C)(C)C)ccc2ccccc12
    3%[57.1 µM]	-7%[57.1 µM]	-2%	0.7	0%	-0.2	1	3	0%
CCOc1ccc(NS(=O)(=O)c2ccc(C(=O)N(C)CC(=O)Nc3ccccc3Br)cc2)cc1
    -2%	3%	-17%	·	2%	·	·	·	2%
COc1c(S(=O)(=O)N2CCN(c3ccc(F)cc3)CC2)ccc(Cl)c1Cl
    -1%	9%	-4%	0.3	7%	-0.8	-7	-9	-1%
O=C(COC(=O)c1ccc([N+](=O)[O-])o1)Nc1cccc2ccccc12
    -1%	20µM*	-21%	0.4	3%	0.1	-15	-1	-7%
COc1ccc(OC)c(C(=O)NC2CCSc3ccccc32)c1 (stereo not given)
    13%	19%	-16%	-0.8	-3%	-0.5	-5	3	-7%
CCOc1ccc(S(=O)(=O)N(C)c2ccc(OCC(=O)NCc3cccnc3)cc2)cc1
    0%[57.1 µM]	15%[57.1 µM]	-7%	0.0	0%	·	9	-1	0%
CS(=O)(=O)Nc1ccc(C2=NN(C(=O)C3CCCCC3)C(c3cccs3)C2)cc1 (stereo not given)
    229%[activator]	?	-15%	0.3	-3%	-0.7	7	1	11%
O=C(Nc1cccc(Br)c1)c1cc2ccccc2o1
    6%	18%	-5%	-0.1	27%	-0.3	1	-5	?
O=C(Nc1cccc(C(F)(F)F)c1)c1cccnc1N1CCN(CCO)CC1
    -1%	-1%	-25%	0.6	7%	0.1	-5	1	0%
CC(=NCCc1ccccc1)C1=C(O)COC1=O
    2%[57.1 µM]	1%[57.1 µM]	-2%	0.1	0%	5.6	-8	2	-10%
Cc1cc(N/N=C2/CCCc3ccccc32)nc2ccccc12
    3%	4%	-18%	-0.4	5%	-1.5	-10	9	?
Cn1cc(/C=N\NC(=O)C2COc3ccccc3O2)c2ccccc21 (stereo not given)
    ·	·	·	0.0	·	0.3	9	-6	·
CC(Oc1ccc(Br)cc1)C(=O)NC1CCCCCC1 (stereo not given)
    -8%	8%	-1%	-0.2	3%	1.1	-1	-10	2%
Cn1c(NCCCN2CCOCC2)nc2c1c(=O)n(Cc1ccc(Cl)cc1)c(=O)n2C
    -1%	-10%	-15%	0.2	0%	0.0	3	-5	-10%
COC(=O)c1ccc(CN=C(NS(=O)(=O)c2ccccc2)c2ccccc2)cc1
    11%	29%	-17%	·	-5%	·	·	·	0%
O=C(NCC1CCCN(Cc2cccc(C(F)(F)F)c2)C1)c1ccc(F)cc1 (stereo not given)
    7%	27%	-5%	-0.4	14%	0.5	-20	-4	2%
COc1ccc(NC(=O)COC(=O)/C=C/c2cnc3ccccc3n2)cc1
    6%[57.1 µM]	12%[57.1 µM]	4%	-1.1	1%	0.0	8	-1	11%
COc1ccc(NC(C)=O)cc1S(=O)(=O)N(C)Cc1c(C)nn(-c2ccccc2)c1C
    -1%	-2%	-6%	0.2	-19%	0.5	-7	1	7%
O=C(Nc1nnc(COc2ccc(Cl)cc2)s1)c1ccco1
    4%[57.1 µM]	-11%[57.1 µM]	-19%	0.4	1%	0.8	-31	2	101%[activator]
COc1ccccc1CNC(=O)C(Cc1c[nH]c2ccccc12)NC(=O)OCc1ccccc1 (stereo not given)
    -3%	6%	-19%	-0.9	6%	-1.6	14	-9	8%
CN(C)C(CNC(=O)CNC(=O)Cc1cccc2ccccc12)c1ccccc1 (stereo not given)
    -5%[57.1 µM]	-8%[57.1 µM]	-6%	-2.2	-6%	-0.3	-26	2	-1%
Cc1ccnc(NS(=O)(=O)c2ccc(Oc3ccccc3)cc2)c1
    26%	39%[activator]	-11%	-0.8	-6%	-0.2	8	-9	0%
O=C(COc1ccccc1)NCCc1cn2ccsc2n1
    3%[57.1 µM]	21%[57.1 µM]	-7%	0.2	2%	0.6	6	12	-8%
O=C(CC(c1ccccc1)c1ccccc1)NCc1cccnc1
    10%[57.1 µM]	8%[57.1 µM]	-17%	-0.1	3%	-0.9	1	0	3%
O=C(NC1=NCCS1)c1ccc(Cl)c(S(=O)(=O)N2CCCCC2)c1
    -11%	-3%	-11%	0.9	6%	-0.7	-15	4	9%
O=C(CN1CCN(c2ccc(F)cc2)CC1)Nc1cccc(C(F)(F)F)c1
    1%[57.1 µM]	7%[57.1 µM]	4%	-0.4	5%	-0.7	5	4	2%
CCn1nnnc1-c1ccc(OC)c(S(=O)(=O)Nc2ccc(S(N)(=O)=O)cc2)c1
    4%[57.1 µM]	15%[57.1 µM]	-2%	-0.7	2%	-2.0	-3	4	-6%
O=C1CC(NS(=O)(=O)c2cccnc2)CN1c1ccc(F)cc1 (stereo not given)
    -5%	-4%	-15%	0.0	7%	-0.4	1	2	-11%
O=C(CN(c1cccc([N+](=O)[O-])c1)S(=O)(=O)c1ccccc1)NCc1cccnc1
    1%	18%	-6%	0.4	-6%	0.2	-4	2	9%

# Not all compounds are listed. The share of hits here may be higher or lower than overall.
